Screens from PubChem.
PME-1 Maybr inh – inhibitors of human PME-1 in Maybridge library; 16,000 compounds, 0.5% hits; inhibition, % at 9 µM; Protein phosphatase methylesterase 1 (Homo sapiens), Q9Y570; recombinant PME-1, FP-Rh probe fluorescence polarization; in the data active means inhibition above about 30%
Luminol counter – counter-screen for Nox1 inhibitors: inhibitors of luminol chemiluminescence; inhibition, % at 6.7 µM; HRP/luminol/H2O2 chemiluminescence counterscreen; 16,000 compounds, 0.4% hits; further: reference of the scale not given here
rat GALR2 ag – agonists of rat galanin receptor 2 (GALR2); Galanin receptor type 2 (Rattus norvegicus), O08726; cell-based GALR2 agonist screen; activation, % at 10 µM; 16,000 compounds, 0.5% hits; in the data active means activation above about 15%
Target sequence (O08726 whole entry, looked up): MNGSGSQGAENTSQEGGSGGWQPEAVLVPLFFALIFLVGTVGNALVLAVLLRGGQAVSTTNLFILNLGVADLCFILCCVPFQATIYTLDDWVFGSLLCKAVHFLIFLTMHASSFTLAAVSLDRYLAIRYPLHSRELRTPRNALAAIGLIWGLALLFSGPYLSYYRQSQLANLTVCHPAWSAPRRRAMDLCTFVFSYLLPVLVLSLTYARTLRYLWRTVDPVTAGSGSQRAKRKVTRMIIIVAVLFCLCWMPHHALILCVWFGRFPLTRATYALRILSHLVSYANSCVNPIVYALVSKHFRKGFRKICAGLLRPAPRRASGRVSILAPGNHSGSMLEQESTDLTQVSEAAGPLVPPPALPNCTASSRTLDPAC
NOTCH ag – agonists of NOTCH signaling | 15,000 compounds, 0.4% hits | NOTCH signaling luciferase reporter cells, luminescence | activation, % at 2.5 µM; in the data active means activation above about 2.2%
TLR4-MyD88 inh – inhibitors of human TLR4-MyD88 binding. 16,000 compounds, 0.06% hits. Cell-based TLR4-MyD88 binding inhibition assay. AID 811, 2007. inhibition, % at 10 µM; in the data active means inhibition above about 45%
S1P1 agonist – activates the human S1P1 receptor. S1P1 agonist cell-based reporter assay. 16,000 compounds, 1.5% hits. activation, % at 4.5 µM. AID 1044, 2008; in the data active means activation above about 80%
Target sequence (P21453 whole entry, looked up): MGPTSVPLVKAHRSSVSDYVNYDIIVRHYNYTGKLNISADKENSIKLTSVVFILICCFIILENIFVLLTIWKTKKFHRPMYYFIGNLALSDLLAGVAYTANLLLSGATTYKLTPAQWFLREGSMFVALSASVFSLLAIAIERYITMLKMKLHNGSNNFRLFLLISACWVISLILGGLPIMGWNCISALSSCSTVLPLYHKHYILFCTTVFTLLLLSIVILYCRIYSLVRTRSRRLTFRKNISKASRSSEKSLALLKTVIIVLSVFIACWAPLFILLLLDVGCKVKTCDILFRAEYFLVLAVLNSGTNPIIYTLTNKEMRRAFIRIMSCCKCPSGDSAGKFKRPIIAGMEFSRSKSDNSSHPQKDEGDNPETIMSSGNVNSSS
Nox1 inh – inhibitors of human NADPH oxidase 1 (Nox1); HT29 cells, luminol chemiluminescence ROS; 16,000 compounds, 0.81% hits; Q9Y5S8; inhibition, % at 6.7 µM
KOR antag MB – antagonists of human kappa opioid receptor OPRK1, Maybridge library | Kappa-type opioid receptor (Homo sapiens), P41145 | OPRK1 cells, antagonist mode, fluorescence readout | inhibition, % at 9 µM | 16,000 compounds, 0.4% hits; in the data active means inhibition above about 50%
Numbers without * were called inactive. Unless noted, no stated cut-off is given here; in the data, active means inhibition above about 75%; inactive means the rest.

Results for CN(C)/C=N/c1nnc(SCC(=O)Nc2cc(Cl)cc(Cl)c2)s1 ?
PME-1 Maybr inh: 4; Luminol counter: -1; rat GALR2 ag: -5; NOTCH ag: -0.3; TLR4-MyD88 inh: 2; S1P1 agonist: -7; Nox1 inh: -34; KOR antag MB: -1

Results for CC(C)(C)S(=O)(=O)/C(C#N)=C/c1cc2ccccc2o1 ?
PME-1 Maybr inh: 3; Luminol counter: 0; rat GALR2 ag: -2; NOTCH ag: -0.1; TLR4-MyD88 inh: 2; S1P1 agonist: -6; Nox1 inh: -46; KOR antag MB: 2

Results for Cc1c(C(=O)NCc2ccco2)cc(-c2ccccc2)n1CCCN1CCOCC1 ?
PME-1 Maybr inh: 5; Luminol counter: -3; rat GALR2 ag: -4; NOTCH ag: -0.2; TLR4-MyD88 inh: 7; S1P1 agonist: 10; Nox1 inh: -18; KOR antag MB: -10

Results for O=C(Nc1cccnc1Sc1nc2cccnc2s1)c1ccc(F)cc1 ?
PME-1 Maybr inh: 4; Luminol counter: -4; rat GALR2 ag: -4; NOTCH ag: -0.9; TLR4-MyD88 inh: -14; S1P1 agonist: -3; Nox1 inh: -6; KOR antag MB: -8

What do the screens show for `N[C@H](CSCc1ccccc1)C(=O)Nc1ccc([N+](=O)[O-])cc1`?
PME-1 Maybr inh: -17; Luminol counter: -1; rat GALR2 ag: -3; NOTCH ag: 0.1; TLR4-MyD88 inh: 0; S1P1 agonist: 13; Nox1 inh: -20; KOR antag MB: -11

How did Cc1cc(C)n(-c2nc3c(c(=O)n(C)c(=O)n3C)n2Cc2ccc(Cl)cc2Cl)n1 do in these assays?
PME-1 Maybr inh: -6; Luminol counter: -1; rat GALR2 ag: -6; NOTCH ag: 0.0; TLR4-MyD88 inh: 4; S1P1 agonist: -8; Nox1 inh: -70; KOR antag MB: -22

Results for COc1ccc(OCC2CN=C(Nc3ccc(C)cc3)S2)cc1 (centres undefined) ?
PME-1 Maybr inh: 4; Luminol counter: -3; rat GALR2 ag: -5; NOTCH ag: -0.4; TLR4-MyD88 inh: 0; S1P1 agonist: 9; Nox1 inh: -3; KOR antag MB: -8

Results for Cc1cc(NC(=O)CCOc2ccc(F)cc2)no1 ?
PME-1 Maybr inh: 1; Luminol counter: 0; rat GALR2 ag: -10; NOTCH ag: -0.3; TLR4-MyD88 inh: -19; S1P1 agonist: 0; Nox1 inh: -15; KOR antag MB: -11

Results for O=C(O)c1ccccc1C(=O)N(Cc1ccccn1)Cc1ccccn1 ?
PME-1 Maybr inh: 2; Luminol counter: -2; rat GALR2 ag: -3; NOTCH ag: 0.3; TLR4-MyD88 inh: 0; S1P1 agonist: -11; Nox1 inh: -2; KOR antag MB: 15

How did OC(CNC1CCN(Cc2ccccc2)CC1)C(F)(F)F (centres undefined) do in these assays?
PME-1 Maybr inh: 1; Luminol counter: 1; rat GALR2 ag: -5; NOTCH ag: -0.3; TLR4-MyD88 inh: 9; S1P1 agonist: -6; Nox1 inh: -22; KOR antag MB: 15

What do the screens show for `CCSc1nccc(C(F)(F)F)c1C(=O)Nc1c(C)cccc1C`?
PME-1 Maybr inh: 2; Luminol counter: 6; rat GALR2 ag: -6; NOTCH ag: -0.7; TLR4-MyD88 inh: -4; S1P1 agonist: -18; Nox1 inh: -29; KOR antag MB: 2

What do the screens show for `O=C(/C=C/c1ccsc1)Nc1cc(C(F)(F)F)cc(C(F)(F)F)c1`?
PME-1 Maybr inh: -104; Luminol counter: -1; rat GALR2 ag: -10; NOTCH ag: -0.6; TLR4-MyD88 inh: 5; S1P1 agonist: 6; Nox1 inh: -52; KOR antag MB: 13

What do the screens show for `CC(=O)c1ccc(Cl)c(NC(=O)NS(=O)(=O)c2ccc(C)cc2)c1`?
PME-1 Maybr inh: 1; Luminol counter: 1; rat GALR2 ag: -5; NOTCH ag: -0.2; TLR4-MyD88 inh: -3; S1P1 agonist: 6; Nox1 inh: -45; KOR antag MB: -70

How did CN(C)/C=N/S(=O)(=O)c1cc(Cl)sc1Cl do in these assays?
PME-1 Maybr inh: 4; Luminol counter: -7; rat GALR2 ag: -4; NOTCH ag: -0.4; TLR4-MyD88 inh: 2; S1P1 agonist: -2; Nox1 inh: 19; KOR antag MB: 9

What do the screens show for `O=c1[nH]nc(SCc2nc(COc3ccc([N+](=O)[O-])cc3)no2)n1Cc1ccco1`?
PME-1 Maybr inh: 8; Luminol counter: -7; rat GALR2 ag: -2; NOTCH ag: -0.6; TLR4-MyD88 inh: 8; S1P1 agonist: 20; Nox1 inh: 25; KOR antag MB: -20

Three records picked at random from those above, as already listed:
Results for COc1ccc(OCC2CN=C(Nc3ccc(C)cc3)S2)cc1 (centres undefined) ?
PME-1 Maybr inh: 4; Luminol counter: -3; rat GALR2 ag: -5; NOTCH ag: -0.4; TLR4-MyD88 inh: 0; S1P1 agonist: 9; Nox1 inh: -3; KOR antag MB: -8

What do the screens show for `CC(=O)c1ccc(Cl)c(NC(=O)NS(=O)(=O)c2ccc(C)cc2)c1`?
PME-1 Maybr inh: 1; Luminol counter: 1; rat GALR2 ag: -5; NOTCH ag: -0.2; TLR4-MyD88 inh: -3; S1P1 agonist: 6; Nox1 inh: -45; KOR antag MB: -70

What do the screens show for `O=c1[nH]nc(SCc2nc(COc3ccc([N+](=O)[O-])cc3)no2)n1Cc1ccco1`?
PME-1 Maybr inh: 8; Luminol counter: -7; rat GALR2 ag: -2; NOTCH ag: -0.6; TLR4-MyD88 inh: 8; S1P1 agonist: 20; Nox1 inh: 25; KOR antag MB: -20

(further entries)
What do the screens show for `Cc1nn(-c2ccccc2)nc1C(=O)Nc1ccc2c(c1)OCCO2`?
PME-1 Maybr inh: -21; Luminol counter: 4; rat GALR2 ag: -9; NOTCH ag: -0.6; TLR4-MyD88 inh: 12; S1P1 agonist: -11; Nox1 inh: -75; KOR antag MB: -9

What do the screens show for `Cc1ccc(NS(C)(=O)=O)cc1N=Cc1cccs1`?
PME-1 Maybr inh: 22; Luminol counter: 5; rat GALR2 ag: 2; NOTCH ag: -0.3; TLR4-MyD88 inh: -5; S1P1 agonist: -4; Nox1 inh: -58; KOR antag MB: 28

How did COC(=O)CSCC(=O)Nc1ccc(OC(F)(F)F)cc1 do in these assays?
PME-1 Maybr inh: 0; Luminol counter: 2; rat GALR2 ag: -8; NOTCH ag: 0.9; TLR4-MyD88 inh: -3; S1P1 agonist: -28; Nox1 inh: -14; KOR antag MB: -15

What do the screens show for `COC(=O)c1sccc1NC(=O)c1cc(S(=O)(=O)N(C)C)oc1C`?
PME-1 Maybr inh: 4; Luminol counter: 3; rat GALR2 ag: -5; NOTCH ag: -0.3; TLR4-MyD88 inh: 0; S1P1 agonist: -8; Nox1 inh: -12; KOR antag MB: 0

Results for O=[N+]([O-])c1ccc2c(c1)CCN2C(=S)NC1CC2CC1C1C=CCC21 (centres undefined) ?
PME-1 Maybr inh: -8; Luminol counter: -2; rat GALR2 ag: -7; NOTCH ag: 0.1; TLR4-MyD88 inh: -7; S1P1 agonist: 5; Nox1 inh: 29; KOR antag MB: -7

Results for Cc1ccc(NC(=O)Nc2cccnc2)cc1Cl ?
PME-1 Maybr inh: -7; Luminol counter: -2; rat GALR2 ag: -6; NOTCH ag: -0.2; S1P1 agonist: -4; Nox1 inh: 5; KOR antag MB: 4

How did N#C/C(=C\c1ccc2c(c1)OCO2)C(N)=O do in these assays?
PME-1 Maybr inh: 3; Luminol counter: -5; rat GALR2 ag: -4; NOTCH ag: 0.0; TLR4-MyD88 inh: -15; S1P1 agonist: -1; Nox1 inh: 28; KOR antag MB: 20

Results for CC(NC(=S)N/N=C/c1cc(Cl)cc(Cl)c1O)c1ccccc1 (centres undefined) ?
PME-1 Maybr inh: 16; Luminol counter: -1; rat GALR2 ag: 27*; NOTCH ag: -0.9; TLR4-MyD88 inh: -51; S1P1 agonist: -17; Nox1 inh: -38; KOR antag MB: -12

What do the screens show for `COc1cc2c(cc1OC)C(/C=C1\SC(C(C)=O)=NN1c1ccc(C)cc1)=NCC2`?
PME-1 Maybr inh: 1; Luminol counter: 2; rat GALR2 ag: 6; NOTCH ag: 0.3; TLR4-MyD88 inh: 0; S1P1 agonist: -39; Nox1 inh: -20; KOR antag MB: 28

Results for CC(C)(C)c1cc(C(C)(C)C)c2oc(C(=O)O)cc(=O)c2c1 ?
PME-1 Maybr inh: 7; Luminol counter: -7; rat GALR2 ag: -5; NOTCH ag: 0.9; TLR4-MyD88 inh: -15; S1P1 agonist: 4; Nox1 inh: -55; KOR antag MB: -3

Results for CC1CN(c2ccc(NC(=S)NN)cc2)CC(C)O1 (centres undefined) ?
PME-1 Maybr inh: 2; Luminol counter: 1; rat GALR2 ag: -6; NOTCH ag: 0.0; TLR4-MyD88 inh: -6; S1P1 agonist: -11; Nox1 inh: 102*; KOR antag MB: 15

Results for CCOC(=O)NC(=O)/C(C#N)=C/Nc1ccsc1C(=O)OC ?
PME-1 Maybr inh: 0; Luminol counter: -2; rat GALR2 ag: -3; NOTCH ag: -0.9; TLR4-MyD88 inh: 0; S1P1 agonist: 3; Nox1 inh: -47; KOR antag MB: -4

Results for CN(C)/C=c1\s/c(=C/C(=O)c2cccs2)[nH]c1=O ?
PME-1 Maybr inh: -38; Luminol counter: 4; rat GALR2 ag: -5; NOTCH ag: -0.2; TLR4-MyD88 inh: -16; S1P1 agonist: -11; Nox1 inh: 21; KOR antag MB: 16

How did COc1ccc(C(=O)O/C(=C/c2nccn2C(=O)c2ccc(OC)cc2)c2ccc(OC)cc2)cc1 do in these assays?
PME-1 Maybr inh: 7; Luminol counter: -1; rat GALR2 ag: -9; NOTCH ag: -0.6; TLR4-MyD88 inh: -1; S1P1 agonist: 10; Nox1 inh: 4; KOR antag MB: -30

Results for CCOC(=O)N/N=C(\C)c1ccc([N+](=O)[O-])cc1 ?
PME-1 Maybr inh: 3; Luminol counter: 1; rat GALR2 ag: -7; NOTCH ag: -0.1; S1P1 agonist: -2; Nox1 inh: -16; KOR antag MB: -10

Results for COC(=O)c1ccc(CSCCN)o1 ?
PME-1 Maybr inh: -5; Luminol counter: 2; rat GALR2 ag: -6; NOTCH ag: -1.0; TLR4-MyD88 inh: 8; S1P1 agonist: 9; Nox1 inh: -33; KOR antag MB: 6

What do the screens show for `CN(C)/C=C/C(=O)c1ccc(-c2cc(C(F)(F)F)n(C)n2)s1`?
PME-1 Maybr inh: 0; Luminol counter: 4; rat GALR2 ag: -6; NOTCH ag: -0.2; TLR4-MyD88 inh: 9; S1P1 agonist: 24; Nox1 inh: -63; KOR antag MB: -12

What do the screens show for `CCOC(=O)Cn1cc(Cl)ccc1=O`?
PME-1 Maybr inh: 1; Luminol counter: -6; rat GALR2 ag: -2; NOTCH ag: -0.3; TLR4-MyD88 inh: -1; S1P1 agonist: -15; Nox1 inh: -10; KOR antag MB: 6

What do the screens show for `CNC(=O)NNC(=O)Cn1nnc(N2CCCCC2)n1`?
PME-1 Maybr inh: -3; Luminol counter: 14; rat GALR2 ag: -9; NOTCH ag: 0.2; TLR4-MyD88 inh: 0; S1P1 agonist: -6; Nox1 inh: -16; KOR antag MB: 0

Results for CNc1ncnc(Sc2ccc(Cl)cc2)c1[N+](=O)[O-] ?
PME-1 Maybr inh: 4; Luminol counter: -7; rat GALR2 ag: -9; NOTCH ag: -0.8; TLR4-MyD88 inh: -2; S1P1 agonist: 0; Nox1 inh: 13; KOR antag MB: 29

Results for Cc1cc(/C=C(\C#N)S(C)(=O)=O)c(C)n1-c1ccc(C(F)(F)F)cc1 ?
PME-1 Maybr inh: 2; Luminol counter: -1; rat GALR2 ag: 1; NOTCH ag: 0.1; TLR4-MyD88 inh: 7; S1P1 agonist: -2; Nox1 inh: -46; KOR antag MB: -17

How did COc1ccc(C(N)=S)cc1[N+](=O)[O-] do in these assays?
PME-1 Maybr inh: 4; Luminol counter: 1; rat GALR2 ag: -6; NOTCH ag: 0.7; TLR4-MyD88 inh: 1; S1P1 agonist: 13; Nox1 inh: 2; KOR antag MB: 12

Results for CCOC(=O)c1cc(C#N)c(C)nc1N(CC)CC ?
PME-1 Maybr inh: 0; Luminol counter: -2; rat GALR2 ag: -6; NOTCH ag: 0.0; TLR4-MyD88 inh: 4; S1P1 agonist: -6; Nox1 inh: -6; KOR antag MB: 0

What do the screens show for `N#CC(Nc1ccc(C(F)(F)F)cc1)c1ccccc1` (centres undefined)?
PME-1 Maybr inh: 0; Luminol counter: -2; rat GALR2 ag: -5; NOTCH ag: 0.2; TLR4-MyD88 inh: -9; S1P1 agonist: -1; Nox1 inh: -4; KOR antag MB: 14

How did Cn1c(CSc2ccccc2)n[nH]c1=S do in these assays?
PME-1 Maybr inh: -2; Luminol counter: 8; rat GALR2 ag: -6; NOTCH ag: 0.1; TLR4-MyD88 inh: 9; S1P1 agonist: -2; Nox1 inh: -9; KOR antag MB: -6

What do the screens show for `CC(C)c1c(Br)c(=O)oc2c3c4c(cc12)CCCN4CCC3`?
PME-1 Maybr inh: 11; Luminol counter: -3; rat GALR2 ag: -1; NOTCH ag: -0.7; TLR4-MyD88 inh: -6; S1P1 agonist: -14; Nox1 inh: 1; KOR antag MB: 14

Some of the compounds tested. The share of hits here may be higher or lower than overall.
